PrPC surface inh = inhibitors of human cell surface prion protein PrPC; 0.43% of 370,000 active; AID 720596; P04156; inhibition, % at 13.8 µM; TR-FRET read-out; in the data active = inhibition above about 24%; also: 0% = median of the test wells and 100% = reference compound wells
Yp Topo-I inh = blocks Yersinia pestis topoisomerase I activity. 0.064% of 360,000 active. activity, % at 10 µM. Y. pestis Topo-I cleavage product accumulation, plate reader; in the data active = activity above about 50%, passing the limit was not always enough; also: inactives centre near 2
SSB-PriA inh = K. pneumoniae PriA-SSBct interaction inhibition. AlphaScreen SSBct-PriA binding, biotinylated peptide. 0.6% of 430,000 active. inhibition, % at 33 µM; in the data active = inhibition mostly above about 37%, no sharp cut-off; inactive = mostly below about 20%;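 also: plate controls were negative control peptide for no effect and reference peptide for full effect; strong numbers were not always called active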
TcdB inh = blocks C. difficile toxin B glycohydrolase activity. TcdB glycohydrolase enzymatic assay, plate reader. inhibition, % at 9.99 µM. 0.24% of 350,000 active. AID 652162; in the data active = inhibition above about 10%
MazEF act = MazEF (E. coli) toxin RNase activation; P0AE70; FAM/BHQ RNA-DNA oligo cleavage fluorescence, 5 h; activation, % at 20 µM; 0.32% of 350,000 active; AID 504720; in the data active = activation above about 50%
Target sequence (P0AE70 whole entry, looked up): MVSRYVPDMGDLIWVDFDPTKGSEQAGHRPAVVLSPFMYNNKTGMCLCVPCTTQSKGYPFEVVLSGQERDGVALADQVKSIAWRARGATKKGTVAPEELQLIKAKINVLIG
VHR inh abs = blocks human VHR1 dual specificity phosphatase. recombinant VHR phosphatase, pNPP absorbance. 0.52% of 290,000 active. P51452. inhibition, % at 13.3 µM; in the data active = inhibition above about 50%; also: some compounds called inactive have numbers as strong as hits
Target sequence (P51452 whole entry, looked up): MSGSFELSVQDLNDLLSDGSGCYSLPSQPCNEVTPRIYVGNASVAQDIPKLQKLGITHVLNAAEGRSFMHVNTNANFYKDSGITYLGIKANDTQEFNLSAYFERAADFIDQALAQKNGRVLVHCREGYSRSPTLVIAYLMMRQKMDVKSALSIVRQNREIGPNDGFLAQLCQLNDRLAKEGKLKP
CCHFV vOTU inh = CCHFV vOTU protease inhibition | Pep-AMC fluorescence | 0.55% of 370,000 active | inhibition, % at 11.5 µM; in the data active = inhibition above about 30%; also: 0% = vehicle wells with enzyme and 100% = no enzyme wells
Rv3671c protease = inhibitors of M. tuberculosis serine protease Rv3671c | AID 2606 | inhibition, % at 5.96 µM | 0.048% of 320,000 active | P9WHR9; in the data active = inhibition above about 38%;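 also: extracellular domain of Rv3671c used as enzyme; 0% = enzyme with DMSO and 100% = no enzyme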
Target sequence (P9WHR9 whole entry, looked up, the tested form may be a part): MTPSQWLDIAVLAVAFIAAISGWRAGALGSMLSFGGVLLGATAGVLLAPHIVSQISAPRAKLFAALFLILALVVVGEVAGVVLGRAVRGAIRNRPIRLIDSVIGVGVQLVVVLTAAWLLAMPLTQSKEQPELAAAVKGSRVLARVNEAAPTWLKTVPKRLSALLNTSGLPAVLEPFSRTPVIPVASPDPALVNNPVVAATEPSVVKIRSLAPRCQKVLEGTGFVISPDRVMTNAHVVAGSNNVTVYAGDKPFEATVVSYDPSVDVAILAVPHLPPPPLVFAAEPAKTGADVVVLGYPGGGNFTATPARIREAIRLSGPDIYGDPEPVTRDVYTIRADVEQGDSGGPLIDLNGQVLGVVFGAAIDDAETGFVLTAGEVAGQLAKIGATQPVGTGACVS
BH1578 lux ind = induces V. cholerae light production without autoinducers; V. cholerae BH1578 lux reporter, luminescence, 6 h; activation, % at 18.7 µM; 0.16% of 350,000 active; in the data active = activation mostly above about 9.7%, no sharp cut-off; also: not every result past the cut was called active; inactives centre near 0; reference of the scale not given here
SARS 3CLpro inh = SARS-CoV 3CLpro protease inhibition | P0C6X7 | recombinant SARS-CoV 3CLpro, quenched FRET peptide cleavage | inhibition, % at 6 µM | 0.14% of 290,000 active | AID 1706; in the data active = inhibition above about 12%
Numbers without * were called inactive; i = inactive; . = no result given; & = joins results of further samples. The list is partial; count on the stated rates, not on these rows.

SMILES	PrPC surface inh	Yp Topo-I inh	SSB-PriA inh	TcdB inh	MazEF act	VHR inh abs	CCHFV vOTU inh	Rv3671c protease	BH1578 lux ind	SARS 3CLpro inh
CCCCNc1cc(C)nc(NCc2ccccc2)n1	.	16	6	.	-5	25	.	-3	i	1
COc1cc2ccc(=O)oc2c(CC=C(C)C)c1OC	11	3	-20	-0.1	5	-5	3	-12	-0.3	.
CC(C)OCCCNC(=O)CN1C(=O)c2cccc3cccc1c23	-8	-1	-8	0.5	2	21	-3	-5	-0.1	-4
COc1ccc(C(=O)/C=C2\NCC3c4ccccc4CCN3C2=O)cc1 (configuration not stated)	-6	5	.	.	0	-7	-2	3	i	-3
CC(O)(c1cccc(F)c1)c1nc(-c2cccc(F)c2)cs1 (configuration not stated)	-5	1	.	2.5	.	.	0	.	i	.
CC(C)CC(=O)Nc1ccc(C(=O)NNC(=S)NC(=O)C2CCCCC2)cc1	5	-7	5	.	-3	24	-5	6	-0.7	-7
Cc1cccc(-n2cnc3c(c2=O)c2nc4ccccc4nc2n3Cc2ccco2)c1	-4	0	-2	.	9	4	-3	-3	0.4	.
COc1ccc(CNC(=O)CN(C(=O)c2csnn2)c2ccc(C(C)=O)cc2)cc1	5	2	0	0.8	8	30	10	7	-3.1	-3
O=C(N/N=C/c1ccc(F)cc1)c1ccccc1	6	-11	.	0.0	4	-6	-13	0	-0.2	-5
CC(=O)c1c(C)n([O-])c2cc(F)c(F)cc2[n+]1=O	-19	-7	4	-1.2	0	12	1	4	1.1	0
O=C1CCCc2c1cc(-c1ccccc1)n2-c1ccccc1	2	29	10	.	0	10	0	0	-1.0	3
C[C@@]12CCC3[C@@](CCC4[C@@]3(C)CCC[C@@]4(C)C(=O)N3CCOCC3)(CC1=O)C2 (some centres not stated)	0	14	6	-0.5	2	.	1	8	-5.4	.
COc1cc(/C=N/NC(=O)c2sc3ccccc3c2Cl)ccc1OC(=O)c1ccc([N+](=O)[O-])cc1	3	-3	i	0.2	-3	23	1	-8	-0.1	2
COC(=O)c1c(Cc2ccccc2Cl)c[nH]c1C	4	-2	0	0.9	1	-11	2	-3	-8.3	-5
COc1cc(CC(=O)N2CCc3ccccc32)cc(OC)c1OC	2	-3	-11	.	2	18	-2	0	i	2
C/C(CC(=O)NC1C2CC3CC(C2)CC1C3)=N\NC(=O)Cc1cccs1 (configuration not stated)	-5	4	.	-1.5	2	4	20	7	-0.2	-1
O=C(NNC(=O)C1CC(c2cccnc2)=NO1)Nc1cccc(F)c1 (configuration not stated)	1	-6	3	.	-1	-4	-4	4	1.0	8
CC(=O)NC(=Cc1ccccc1)C(=O)N1CCCC1C(=O)O (configuration not stated)	-3	-2	.	1.7	7	.	3	.	-0.3	.
CC1=Nn2c(nnc2-c2n[nH]c3c2CCC3)SC1	-3	-1	2	.	3	21	0	-2	.	-2
COc1ccc(CCNC(=O)c2ccc(N3CCCCS3(=O)=O)cc2)cc1OC	-1	-8	-3	1.2	-9	-25	-12	7	-2.9	2
CC(C)N(C(C)C)S(=O)(=O)c1ccc(NN)nc1	3	3	1	-0.8	-29	3	-12	0	-0.2	0
Cc1cccc(C)c1NC(=S)NC(C)CCc1ccccc1 (configuration not stated)	7	8	4	1.1	-5	60*	-8	-2	i	0
O=C1COc2ccc(C(=O)COC(=O)CCSc3ccc(Cl)cc3)cc2N1	-6	11	-8	-0.2	5	9	7	-2	0.2	0
CCOC(=O)C1CCN(c2c(NCCCN3CCN(Cc4ccccc4)CC3)c(=O)c2=O)CC1	2	-7	-9	.	-1	30	-8	4	-0.4	-1
COc1cc(CC(NC(C)=O)C(=O)NC2CCN(c3nc(OC)nc(OC)n3)CC2)cc(OC)c1 (configuration not stated)	12	-2	-5	1.8	5	1	15	2	i	3

Reprinted from the part before: 2 compounds, then new ones.
SMILES	PrPC surface inh	Yp Topo-I inh	SSB-PriA inh	TcdB inh	MazEF act	VHR inh abs	CCHFV vOTU inh	Rv3671c protease	BH1578 lux ind	SARS 3CLpro inh
CCOC(=O)C1CCN(c2c(NCCCN3CCN(Cc4ccccc4)CC3)c(=O)c2=O)CC1	2	-7	-9	.	-1	30	-8	4	-0.4	-1
COc1cc(CC(NC(C)=O)C(=O)NC2CCN(c3nc(OC)nc(OC)n3)CC2)cc(OC)c1 (configuration not stated)	12	-2	-5	1.8	5	1	15	2	i	3
CCOc1ccccc1N(CC(=O)Nc1ccc(S(=O)(=O)N2CCCC2)cc1)S(C)(=O)=O	0	11	-4	0.4	-2	32	13	-2	i	0
COc1ccc(N2CCN(C(=O)C3CCCN(S(=O)(=O)c4ccc(C)cc4)C3)CC2)cc1 (configuration not stated)	4	26	29	1.3	3	-17	0	3	-0.3	5
O=C(CCc1nnc(CCCCc2ccccc2)o1)NCCN1CCCCC1=O	2	6	-13	1.6	0	25	-3	-1	i	3
CCCCN=C1SC(C(=O)Nc2sc3c(c2C(=O)OC)CCC3)C(N)=C1C(=O)N1CCOCC1 (configuration not stated)	2	7	7	2.4	0	.	3	1	-0.1	.
NC(=O)C(c1ccc(Br)cc1)c1ccc(C(=O)c2ccccc2)cc1 (configuration not stated)	4	14	-8	1.8	-21	-1	8	-3	-0.5	4
CCC1Sc2ccc(S(=O)(=O)CCC(=O)Nc3cc(C)ccn3)cc2NC1=O (configuration not stated)	5	6	-18	0.6	6	-14	9	-3	0.0	-3
O=C1CC2(CCCCCC2)Oc2ccc(Cl)cc21	3	-10	-11	2.1	3	.	1	0	-0.6	.
CCOC(=O)c1ccc(NC(=O)c2nc[nH]c2C(=O)N[C@@H](CCCCNC(=O)OC(C)(C)C)C(=O)OC(C)(C)C)cc1	3	21	-7	0.4	0	3	30*	-76	-3.7	.
O=[N+]([O-])c1cccc(COc2ccccc2CN2CCCCC2)c1	-17	4	3	0.7	7	.	-7	.	i	.
CN(C)CCCN(C(=O)c1ccc2c(c1)CCCC2)c1nc2ccc(Cl)cc2s1	-7	-10	21&-16	-3.1	10	24	13	2	-0.4	0
CCc1nc2ccc(C(=O)Nc3cccc(OCC(=O)N(C)C)c3)cn2c1N(CC)CCOC	10	9	.	0.8	.	.	4	.	i	.
COc1cc(NC(=O)CCCn2c(=O)oc3ccccc32)cc(OC)c1	-3	-7	3	1.2	1	.	5	5	i	.
COc1cccc(-c2cc(C(F)(F)F)n3nc(C(=O)Nc4c(C)n(C)n(-c5ccccc5)c4=O)cc3n2)c1	-24	18	8	1.4	2	18	-4	-8	-0.2	2
Cc1nn(Cc2ccccc2)c(C)c1CNC(=O)[C@H](C)N=C1NS(=O)(=O)c2ccccc21	-1	-15	-5	0.6	3	.	-5	-3	i	.
CCOC(=O)C1=C(C)N(C)C(=S)NC1c1c(OCC)ccc2ccccc12 (configuration not stated)	-1	11	12	0.1	6	43	-5	-2	-2.4	3
COc1ccccc1CNC(=O)Cn1nc(C(F)(F)F)cc1C	2	3	0	7.8	2	.	-2	0	3.1	.
Cc1sc2ncnc(SC(C)C#N)c2c1C (configuration not stated)	3	9	0	0.6	-4	.	7	-9	i	1
Cc1ccccc1N1CC(C(=O)Nc2nnc(SCc3ccccn3)s2)CC1=O (configuration not stated)	-2	7	-3	0.3	-14	19	11	2	i	0
N#CCCN(C(=O)Nc1ccc(Cl)cc1)c1ccccc1	-1	0	-4	.	-5	7	1	0	i	6
COc1ccc(NC(=O)c2cc3n(n2)C(C(F)(F)F)CC(c2ccco2)N3)cc1 (configuration not stated)	7	0	-3	.	11	26	18	-4	i	-3
CCc1nc2c(OCC3CCCCC3)cccn2c1N(C)C(=O)c1ccccc1F	20	20	.	0.7	.	.	31*	.	-3.0	.
C=CCc1ccccc1OCC(O)CN1CCN(c2ccc(OC)cc2)CC1 (configuration not stated)	4	12	31	.	-1	28	6	1	i	-1
CC1C(=O)N(Cc2cn(CC3CCCCC3)nn2)CCS(=O)(=O)N1Cc1ccc(-c2cccc(N(C)C)c2)cc1 (configuration not stated)	6	18	.	0.2	-3	.	2	.	-0.4	.
O=C(NCc1ccc2c(c1)OCO2)C1CCC(CNS(=O)(=O)c2cccc3nsnc23)CC1 (configuration not stated)	-5	0	-2	-0.6	6	12	-10	0	.	-3
O=C1NC(=S)N(C2CC2)C(=O)/C1=C/c1ccc2c(c1)CCN2CCCCl	-5	-7	-5	.	22	3	6	-4	-0.2	-7

(more compounds)
SMILES	PrPC surface inh	Yp Topo-I inh	SSB-PriA inh	TcdB inh	MazEF act	VHR inh abs	CCHFV vOTU inh	Rv3671c protease	BH1578 lux ind	SARS 3CLpro inh
CCCCCCSc1nc2c(c(=O)[nH]c(=O)n2C)n1C	-5	15	-6	1.0	2	12	1	1	-0.2	-3
COc1ccc(S(=O)(=O)Nc2ccccc2C(F)(F)F)cc1	-1	1	-22	.	7	-16	-10	1	-0.5	2
COc1cc(Nc2ccc(S(=O)(=O)N3CCN(C)CC3)cc2[N+](=O)[O-])cc(OC)c1	-37	0	32	0.1	0	.	25	7	i	.
Cc1cc(C)c2cc(C)c3nnc(SCC(=O)NCc4ccc5c(c4)OCO5)n3c2c1	-4	12	-7	.	-6	25	-6	5	-0.3	-3
CCCCNC(=O)C1(C)CCN1C(=O)c1ccc2sccc2c1 (configuration not stated)	-4	3	.	1.0	.	.	3	.	-4.5	.
Cc1cc(C(=O)NNC(=S)NCc2ccco2)n(C)n1	2	1	-7	.	-6	12	-10	7	-0.2	0
O=c1c(-c2ccccc2)n[nH]c2ccccc12	-29	0	-27	.	7	2	4	-14	i	-2
CCOC(=O)Cc1nn(Cc2ccc(Cl)cc2)c(=O)c2ccccc12	9	21	-10	-0.2	7	13	7	-15	-0.2	-5
Clc1ccc(C=NNc2ccccn2)c(Cl)c1	0	10	-4	-0.1	-6	.	1	.	i	.
COc1ccc(CC(NC(C)=O)C(=O)NC2CCN(c3nc(C)cc(C)c3C#N)CC2)cc1 (configuration not stated)	3	29	-5	2.0	5	30	-11	-2	0.0	-2
COC(=O)C1=C(O)/C(=C/c2ccc(OCC(=O)Nc3ccccc3)cc2)N=C1C	3	10	-15	0.6	2	1	-4	-14	i	-3
CC(C)c1ccc(/C=C/C(=O)n2nnc3ccccc32)cc1	-2	17	-27	.	3	18	1	2	-0.6	1
C=CCn1ccc(=O)nc1SC	0	1	-3	-0.8	-14	.	-4	.	-5.9	.
COc1ccc(CCC(=O)NCCc2cnc[nH]2)cc1	-1	0	5	0.4	-1	64	-2	-1	i	1
CCOC(=O)c1c(C)c(C(=O)Nc2ccc3c(c2)OCCO3)c(C)n1C	4	13	1	.	-6	6	-10	1	i	0
Cc1ccc(S(=O)(=O)NCCC(=O)OCC(=O)NCCc2ccccc2)cc1C	2	25	-6	1.4	1	.	-2	-6	i	.
O=C(O)COc1ccc(/C=N/NC(=O)C(O)(c2ccccc2)c2ccccc2)cc1	6	-3	.	4.7	-3	14	-5	3	i	-5
O=C(COc1coc(CN2CCc3ccccc3C2)cc1=O)Nc1cccc(F)c1	3	1	-5	0.7	-11	.	-2	-10	-1.8	.
COc1cc(/C=N/NC(=O)c2sc(N)c(C#N)c2C)ccc1O	-6	-20	.	.	-3	4	13	-15	i	0
CCC1C(C#N)=C(N)Oc2c1c(=O)oc1ccccc21 (configuration not stated)	1	3	1	0.8	0	2	1	-7	-1.0	3
CC(CN1CCCC1)OC(=O)C(c1ccccc1)c1ccccc1 (configuration not stated)	-4	3	-8	-0.5	7	-4	5	3	i	0
CCn1c(Cc2ccccc2)nnc1SCc1nc2ccccc2c(=O)[nH]1	.	1	-9	.	17	13	.	-13	i	-3

Two consecutive entries from above, for reference:
SMILES	PrPC surface inh	Yp Topo-I inh	SSB-PriA inh	TcdB inh	MazEF act	VHR inh abs	CCHFV vOTU inh	Rv3671c protease	BH1578 lux ind	SARS 3CLpro inh
COc1cc(Nc2ccc(S(=O)(=O)N3CCN(C)CC3)cc2[N+](=O)[O-])cc(OC)c1	-37	0	32	0.1	0	.	25	7	i	.
Cc1cc(C)c2cc(C)c3nnc(SCC(=O)NCc4ccc5c(c4)OCO5)n3c2c1	-4	12	-7	.	-6	25	-6	5	-0.3	-3

Only BH1578 lux ind, SSB-PriA inh and PrPC surface inh, for some of the entries so far:
SMILES,BH1578 lux ind,SSB-PriA inh,PrPC surface inh
COc1cc(/C=N/NC(=O)c2sc(N)c(C#N)c2C)ccc1O,i,.,-6
CCC1C(C#N)=C(N)Oc2c1c(=O)oc1ccccc21 (configuration not stated),-1.0,1,1
CC(CN1CCCC1)OC(=O)C(c1ccccc1)c1ccccc1 (configuration not stated),i,-8,-4
CCn1c(Cc2ccccc2)nnc1SCc1nc2ccccc2c(=O)[nH]1,i,-9,.
